mIAP block – blocks mouse intestinal alkaline phosphatase. purified mouse IAP, CDP-Star luminescence, 30 min. inhibition, % at 10 µM. 330,000 tested, 0.2% active;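 active means inhibition of at least 40% at 10 µM in the primary screen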;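 further: plate controls were DMSO with enzyme for no effect and no enzyme wells for full effect; values of inactives mirror those of a sister screen read the other way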
mIAP act – mouse IAP activation; activation factor at 10 µM; muIAP, CDP-Star luminescence, 30 min; stronger effect = higher value; 1 = vehicle-only enzyme signal, 0 = enzyme-free wells; 330,000 tested, 0.24% active;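 active means activation factor of at least 2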; further: the source names both 10 and 20 µM as test concentration; values of inactives mirror those of a sister screen read the other way
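System: mouse IAP enzyme. Reagent: CDP-Star chemiluminescent phosphatase substrate. Benchmarks: DMSO wells, no-enzyme wells. Times: 30 min enzyme-substrate-compound incubation at room temperature. Detection: luminescence from enzymatic CDP-Star hydrolysis. Doses: test compounds delivered from DMSO solution.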
MIN6 prolif – induces beta-cell replication in MIN6 cells | 330,000 tested, 0.29% active | proliferation, % at 10 µM | AID 2380 | MIN6 cells proliferation, ATPlite luminescence, 48 h; cells starved in 0.2% serum; 100% = growth in 10% serum;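 active means compounds whose signal lies at least 3.5 SD above the mean of all wells on their plate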;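 further: 0% = DMSO-treated cells in low-serum medium and 100% = 10% serum control; some compounds called inactive have numbers as strong as hits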
APOBEC3A inh – inhibitors of human APOBEC3A DNA deaminase. P31941. recombinant A3A, FAM/TAMRA ssDNA deamination fluorescence. inhibition, % at 20 µM. 330,000 tested, 0.41% active. AID 493011;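 active means at least 40% inhibition at 20 µM here, with at most 30% in a related deaminase screen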;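 further: plate controls were A3A with DMSO for no effect and wells lacking A3A enzyme for full effect; some results filed as inactive read as strong as hits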
hIAP act – human IAP activation. purified human IAP, CDP-Star luminescence, 30 min; stronger effect = higher value; 1 = vehicle-only enzyme, 0 = enzyme-free background. activation factor at 10 µM. AID 2524. 330,000 tested, 0.16% active;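 active means activation factor of the enzyme at least 2-fold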; further: the source names both 10 and 20 µM as test concentration; values of inactives mirror those of a sister screen read the other way
Target sequence (P09923 whole entry, looked up): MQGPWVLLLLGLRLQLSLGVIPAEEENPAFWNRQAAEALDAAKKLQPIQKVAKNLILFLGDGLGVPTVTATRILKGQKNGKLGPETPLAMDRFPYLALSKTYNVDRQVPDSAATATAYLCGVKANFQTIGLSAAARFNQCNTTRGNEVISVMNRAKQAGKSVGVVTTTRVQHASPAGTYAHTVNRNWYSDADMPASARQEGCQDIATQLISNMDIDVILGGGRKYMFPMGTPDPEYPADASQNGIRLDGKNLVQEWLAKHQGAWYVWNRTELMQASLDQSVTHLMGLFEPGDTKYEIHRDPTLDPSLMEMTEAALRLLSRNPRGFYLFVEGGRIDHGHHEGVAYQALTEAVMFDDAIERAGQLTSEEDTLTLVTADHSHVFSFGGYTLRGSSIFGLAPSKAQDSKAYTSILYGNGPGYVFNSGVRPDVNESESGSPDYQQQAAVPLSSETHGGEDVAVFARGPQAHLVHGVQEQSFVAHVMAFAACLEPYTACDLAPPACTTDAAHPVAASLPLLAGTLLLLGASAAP
ATG4B inhibitor – blocks human ATG4B protease cleavage of LC3 substrate; Q9Y4P1; ATG4B cleavage of LC3-PLA2, NBD-HPC fluorescence, 1 h; inhibition, % at 8.33 µM; 340,000 tested, 0.51% active; in the data active means inhibition above about 40%
MPTP block – blocks calcium-induced mitochondrial swelling | 360,000 tested, 1.4% active | isolated mouse mitochondria, Ca2+ swelling absorbance, 30 min | inhibition, % at 10 µM;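 active means inhibition of 50% or more, scaled per plate between neutral and stimulator controls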;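 further: 0% = DMSO wells given calcium and 100% = 1 mM EGTA wells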
APOBEC3G inh – blocks human APOBEC3G single-stranded DNA deamination | 330,000 tested, 0.28% active | inhibition, % at 20 µM | Q9HC16 | recombinant A3G, ssDNA deamination FAM/TAMRA fluorescence;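 active means inhibition of at least 40% at 20 µM, with no more than 30% in the related APOBEC3A deaminase screen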;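 further: plate controls were DMSO wells with A3G for no effect and wells lacking A3G enzyme for full effect; some compounds called inactive have numbers as strong as hits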
Target sequence (Q9HC16 whole entry, looked up): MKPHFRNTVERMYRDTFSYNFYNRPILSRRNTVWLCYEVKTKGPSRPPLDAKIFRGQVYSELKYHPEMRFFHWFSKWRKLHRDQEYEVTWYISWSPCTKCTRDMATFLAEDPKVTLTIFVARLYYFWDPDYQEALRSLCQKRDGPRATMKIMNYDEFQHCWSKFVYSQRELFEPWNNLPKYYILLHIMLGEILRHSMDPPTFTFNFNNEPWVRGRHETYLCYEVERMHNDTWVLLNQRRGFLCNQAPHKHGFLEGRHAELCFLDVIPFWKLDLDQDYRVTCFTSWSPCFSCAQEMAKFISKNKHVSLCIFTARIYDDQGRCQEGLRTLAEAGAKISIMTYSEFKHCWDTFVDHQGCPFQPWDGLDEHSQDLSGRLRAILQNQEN
hIAP block – human IAP inhibition; P09923; 330,000 tested, 0.12% active; inhibition, % at 10 µM; purified IAP, CDP-Star luminescence, 30 min;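 active means inhibition reaching a set limit with compound at 10 µM in the primary screen, cut at about 35% in these data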;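 further: plate controls were DMSO wells with enzyme for no effect and no-enzyme buffer wells for full effect; values of inactives mirror those of a sister screen read the other way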
Numbers without * were called inactive; . = not tested or not shown.

SMILES	mIAP block	mIAP act	MIN6 prolif	APOBEC3A inh	hIAP act	ATG4B inhibitor	MPTP block	APOBEC3G inh	hIAP block
COc1ccc(-c2nc3c(=O)n(C)c(=O)[nH]c3n2CCc2ccccc2)cc1	-2	1	0	-3	1	6	0.8	-3	-1
COc1ccc(N2C(=O)CCC(C(=O)Nc3ccccn3)C2c2ccc(OC)c(OC)c2)cc1 (configuration not stated)	-16	1.2	0	-2	1.1	-13	0.1	-4	-7
COc1cc(C(=O)OCCN2CCOCC2)cc(OC)c1OC	-8	1.1	-2	-7	1.1	-12	0.5	-4	-6
Cn1c(CCNC(=O)c2cccs2)nnc1SCC(=O)N1CCN(c2ccccc2)CC1	1	0.99	-2	-3	0.97	-6	-1.3	-7	3
Cc1ccc(CS(=O)(=O)c2ncc(Cl)c(C(=O)Nc3nnc(C)s3)n2)cc1	2	0.98	-8	-2	0.98	-1	-0.3	-6	2
COc1ccc(S(=O)(=O)N2CCCC2=O)cc1N(C)S(C)(=O)=O	0	1	3	-2	1.2	1	0.8	-1	-21
CS(=O)(=O)N(CC(=O)NCCSCc1cccc(Cl)c1)c1ccc(F)cc1	-1	1	-3	-5	1.1	4	-0.1	-6	-12
CCCCOC(=O)Cn1c(=O)n(CC(=O)OCCCC)c2cc(C)ccc21	-10	1.1	-1	2	1	6	1.3	-2	-2
Cc1cc(-c2ccc(C)c(S(=O)(=O)Nc3cccc(CN4CCCC4)c3)c2)on1	9	0.91	3	-4	0.71	-7	-0.2	-6	28
O=C(c1cc(C(=O)N2CCOCC2)c2nc3ccccc3n2c1)c1ccccc1O	-3	1	0	0	0.97	-6	.	-3	3

2 entries drawn at random from the list so far, as already listed:
SMILES	mIAP block	mIAP act	MIN6 prolif	APOBEC3A inh	hIAP act	ATG4B inhibitor	MPTP block	APOBEC3G inh	hIAP block
COc1ccc(S(=O)(=O)N2CCCC2=O)cc1N(C)S(C)(=O)=O	0	1	3	-2	1.2	1	0.8	-1	-21
O=C(c1cc(C(=O)N2CCOCC2)c2nc3ccccc3n2c1)c1ccccc1O	-3	1	0	0	0.97	-6	.	-3	3

Next part.
SMILES	mIAP block	mIAP act	MIN6 prolif	APOBEC3A inh	hIAP act	ATG4B inhibitor	MPTP block	APOBEC3G inh	hIAP block
O=C(NCc1cccs1)c1ccc2c(c1)ncn2C1CCCC1	9	0.91	-1	2	1.2	-19	0.1	1	-18
C=CCn1c(SCC(=O)Nc2cccnc2Cl)nnc1-c1ccc(Cl)cc1	6	0.94	2	2	1	1	-1.3	-3	0
COc1ccc2[nH]c(C(=O)N3CCN(c4ccccc4F)CC3)c(C)c2c1	4	0.96	-5	-2	1.1	-5	0.2	-9	-11
COc1cc(NS(=O)(=O)c2c(C)oc3c(F)c(F)c(F)c(F)c23)cc(OC)c1OC	4	0.96	0	-2	1.1	-10	-1.1	-8	-7
Cc1cccc(NC(=S)N2CCN(S(C)(=O)=O)CC2)c1	4	0.96	2	-1	1.2	-6	-0.1	-7	-19
COc1ccc(CCNC(=O)c2n[nH]c(=O)c3ccccc23)cc1	5	0.95	-2	-7	0.93	3	-0.5	-11	7
CC(=O)Oc1ccc(C(=O)OCC(=O)c2c(N)n(C)c(=O)n(C)c2=O)cc1OC(C)=O	3	0.97	2	-3	0.88	-1	1.4	-9	12
NS(=O)(=O)c1cccc(NC(=O)COC(=O)Cc2n[nH]c(=O)c3ccccc23)c1	4	0.96	-3	3	1	5	0.5	-3	-4
CN(CC(=O)N1CCN(c2ccccn2)CC1)S(=O)(=O)c1ccccc1	-4	1	1	0	1.1	-9	-0.5	0	-7
CC(=O)Nc1ccc(C(=O)OCC(=O)NC(=O)NC(C)(C)C)cc1	0	1	2	0	1	-9	-1.5	6	-4
CCOc1ncccc1C(=O)Nc1ccc(C)cn1	6	0.94	11*	0	1.1	-2	1.8	-8	-8
O=C(CN1C(=O)C2CCCCN2C(=O)c2ccccc21)Nc1ccc(F)cc1 (configuration not stated)	-4	1	-2	2	0.96	1	0.4	-6	4
CN(C)C(=O)CSc1ccc(S(=O)(=O)N2CCCC2)cn1	-3	1	6	0	1.1	10	-1.0	-3	-11
CN(C)NC(=O)c1ccsc1NC(=O)c1ccc(S(=O)(=O)N(C)C)cc1	12	0.89	9	3	0.91	-2	0.6	1	9
CC(C)CCN1CCN(Cc2cccs2)CC1CCO (configuration not stated)	10	0.9	1	2	0.97	-7	0.8	-4	3
O=C(CS(=O)CC(=O)N(CC(=O)NC1CCCC1)c1ccccc1F)Nc1ccc(F)cc1 (configuration not stated)	-1	1	-1	-1	1	-7	1.4	-6	-1
O=c1c2cc(NC(=S)N3CCCCC3)ccc2nc2n1CCCCC2	-13	1.1	-2	-1	0.96	-39	-0.2	-7	4
Cc1ccc(/C=C/S(=O)(=O)NCC(=O)OCC(=O)N2CC(=O)Nc3ccccc32)cc1	7	0.93	-2	0	1.1	-8	2.2	-7	-7
CC(C)C(NS(=O)(=O)c1cccc2nsnc12)C(=O)NCc1ccco1 (configuration not stated)	0	1	1	1	1.1	5	-1.9	-1	-8
Cc1cc2[nH]c(=O)c(=O)[nH]c2cc1S(=O)(=O)N1CCN(c2cccc(C)c2C)CC1	10	0.9	-2	4	1.3	-2	-0.7	-3	-28
COc1cc(/C=N/NC(=O)CNC(=O)c2cccs2)ccc1O	-6	1.1	-1	7	1.1	0	0.5	-5	-10
O=C1CC2(CCN(C(=O)c3ccc(F)cc3)CC2)Oc2ccccc21	3	0.97	4	3	1.1	-11	-1.6	-2	-13
CCC1(c2ccccc2)NC(=O)N(C)C1=O (configuration not stated)	2	0.98	2	-1	0.98	-5	-0.9	-4	2
O=C1CC(C(=O)N2CCC(N3CCC(C(=O)NC4CC4)CC3)CC2)c2ccccc21 (configuration not stated)	-4	1	-5	0	1	-6	2.9	-8	0
OC(CNc1nc(-c2cccnc2)nc2ccccc12)c1ccccc1 (configuration not stated)	8	0.92	1	6	0.88	-5	-2.3	-9	12
CCCCNC(=O)c1ccccc1NC(=O)CN(c1ccccc1)S(=O)(=O)N(C)C	1	0.99	0	6	0.93	-6	0.8	4	7
CC(NC(=O)CNC(=O)C1CCCCC1)c1ccc(S(N)(=O)=O)cc1 (configuration not stated)	4	0.96	0	-1	0.99	5	-0.1	-4	1
CN(CC(=O)Nc1cccc(Cl)c1)C1=NS(=O)(=O)c2ccccc21	-2	1	-4	4	0.99	-2	-0.4	-6	1
CCc1nn(C(C)C(=O)N2CC(C)CC(C)C2)c(=O)c2cc3occc3n12 (configuration not stated)	0	1	5	-4	1	2	-1.4	1	0
COc1cccc(OC)c1-c1nnc(-c2cn(C)c3ccccc23)o1	10	0.9	-3	-3	1	-11	-1.4	-3	0
CCN(CC)S(=O)(=O)c1cccc(C(=O)NC2CCCCC2)c1	7	0.93	-2	0	0.94	2	-0.4	-7	6
COc1ccc(OC)c2[nH]c(=O)c(CCNC(=O)c3ccc(S(=O)(=O)N4CCCCC4)cc3)cc12	1	0.99	-2	2	1.1	-13	-1.7	-3	-14
Cc1noc(C)c1CSCC(=O)OCC(=O)N1CC(=O)Nc2ccccc21	-3	1	-3	-4	1.1	2	-0.1	-3	-10
Cc1cc2c(=O)oc(-c3ccc(F)cc3)nc2s1	-2	1	-1	1	0.9	2	-3.5	-8	10
CSc1nc(S(=O)(=O)c2ccc(C)cc2)c(Cl)s1	-9	1.1	-1	-4	1	-14	-1.8	-4	-5
Cc1cc(N2CCOCC2)nc2ccc(NC(=O)CCC(=O)N3CCN(c4cccc(C(F)(F)F)c4)CC3)cc12	-3	1	-6	-4	1	-26	1.4	-10	-4
Cc1ccc2c(c1)NC(=O)C(CC(=O)NCc1ccc(F)cc1)O2 (configuration not stated)	-9	1.1	3	5	1.1	5	-1.0	1	-9
CC(C)Cn1cc(C(=O)NCc2cccs2)c2c3ccccc3n(C)c2c1=O	-5	1	-2	1	0.98	-6	0.3	-3	2
O=C(CN(C(=O)c1csnn1)c1cccc(F)c1)NC1CCCC1	2	0.98	-1	-5	1.2	4	0.8	6	-24
c1ccc(-n2nnnc2-n2nnc3ccccc32)cc1	5	0.95	-3	0	0.94	0	-2.3	1	6
CC(C)(C)C(=O)/C(C#N)=C/c1cccs1	-3	1	-1	-5	1.1	2	-1.3	-12	-12
Cc1noc(C)c1-c1nc(CS(=O)(=O)c2ccc(F)cc2)no1	-3	1	-2	-1	0.99	4	1.6	-5	0
COc1ccc(OC)c(C(=O)NC(CC(N)=O)c2ccc(N3CCC(N4CCCC4)CC3)c([N+](=O)[O-])c2)c1 (configuration not stated)	6	0.94	10	-1	0.88	-7	-0.9	-3	12
COc1ccc(/C=N/NC(=O)c2ccc(C)cc2)cc1CN1CCN(c2ccc(F)cc2)CC1	-1	1	-3	-3	0.92	0	1.2	-9	8
CC(C)CCN(C(=O)c1ccccn1)c1c(N)n(Cc2ccccc2)c(=O)[nH]c1=O	5	0.95	-4	2	1.2	2	-1.6	3	-15
COc1ccc(S(=O)(=O)N2CCc3ccccc32)cc1C(=O)OCc1c(C)noc1C	4	0.96	-2	0	0.84	-11	-0.1	1	16
CC(=O)Nc1ccc(-c2csc(N/N=C\c3ccncc3)n2)cc1	4	0.96	-6	1	1.3	-1	2.5	21	-25
O=C(OC1CCOC1=O)c1ccc(Cl)c(S(=O)(=O)N2CCOCC2)c1 (configuration not stated)	-4	1	1	8	0.9	-6	-0.3	1	10
O=C(CN1C(=O)c2ccccc2C1=O)Nc1ccc(-c2nc3ccccc3o2)cc1	4	0.96	-4	0	1.2	1	0.0	1	-18
CC1=C/C(=N\Nc2ccccc2[N+](=O)[O-])CC(C)(C)C1	22	0.78	-2	6	1	3	2.8	1	0

(list continues)
SMILES	mIAP block	mIAP act	MIN6 prolif	APOBEC3A inh	hIAP act	ATG4B inhibitor	MPTP block	APOBEC3G inh	hIAP block
Cc1ccc(COc2ccc(-c3nnco3)cc2)cc1	6	0.94	1	-3	1.1	-1	0.5	-9	-13
CCOC(=O)c1ccc(NC(=S)N2CCC(C(N)=O)(N3CCCCC3)CC2)cc1	-7	1.1	0	-6	1	-7	-1.0	-3	-2
COC(=O)CNC(c1ccccc1)c1cc(C)ccc1NS(=O)(=O)c1ccc(C)cc1 (configuration not stated)	-6	1.1	-5	1	1.6	4	-1.0	-6	-65
Cc1cc(C(=O)C[N+]2(C)CCOCC2)c(C)n1-c1ccc(Br)cc1	-3	1	-2	-3	0.91	-2	-0.5	5	9
CNC(=O)C1C(=S)NC(N)=C(C#N)C1c1ccccc1 (configuration not stated)	-9	1.1	-6	-3	0.94	9	-3.7	39	6
CCOC(=O)c1ccc2[nH]c3c(c2c1)CCCC3NC=O (configuration not stated)	2	0.98	0	-3	1	-8	-0.2	-7	-4
O=C1[C@@H](Oc2ccccc2)[C@@H](c2ccccc2)N1c1ccccc1	-5	1	.	3	.	1	-2.0	4	.
CCOc1cc(CNCC(C)C)cc(Cl)c1OCc1ccccc1	5	0.95	-6	0	0.87	-2	8.1	-1	13
COc1cccc(NC(=O)Cn2cc(C=O)c3ccccc32)c1	-18	1.2	-1	4	1.1	0	1.2	-2	-10
NC(=O)CSC1=Nc2ccccc2C2=NC(CC(=O)NCc3cccs3)C(=O)N12 (configuration not stated)	23	0.77	-1	-1	0.88	2	0.8	-6	12
CCOC(=O)C1CCN(Cc2nc3ccc(Cl)cc3n2CCO)CC1	-5	1	-1	-4	1.3	-2	0.3	-6	-27

Source: PubChem

Random draw from the library; overall some 3.3% were active at least once.
